# Screening results: PubChem BioAssay, several laboratories
# HPDE-C7 viability = cytotoxicity in HPDE-C7 cells, cell-based, fluorescence, HTS (AID 430) | HPDE-C7 pancreatic duct cells viability, fluorescence; higher % means a stronger effect | 63,000 compounds, 1.8% hits | one-dose cytotoxicity, % at 10 µM; EC50 in µM for titrated hits;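 further: cells exposed to compound for 48 hours before viability readout; 0% = vehicle and 100% = reference cytotoxic drug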
# Spn MK inh = inhibitors of Streptococcus pneumoniae mevalonate kinase; purified MK, PK/LDH-coupled NADH absorbance 340 nm; inhibition, % at 10 µM; 65,000 compounds, 0.48% hits; AID 555;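 active means ranked among the strongest by inhibition in the single 10 µM screen, a fixed top-ranked set picked for dose follow-up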; further: no value below 0 was filed
# Bfl-1 displacement = Bfl-1 inhibitors, primary screen, biochemical, fluorescence polarization, FITC-Bid, mouse (AID 432) | FITC-Bid BH3 peptide fluorescence polarization displacement; higher % means a stronger effect | displacement, % at 20 µM; hits with a dose series show IC50 in µM | 64,000 compounds, 0.02% hits; in the data active means a potency from the dose series; inactive means the rest, 99 in 100 with displacement below about 15%; further: strong numbers were not always called active
# Spn PMK inh = blocks S. pneumoniae phosphomevalonate kinase; purified PMK, PK/LDH-coupled NADH absorbance 340 nm; inhibition, % at 10 µM; 65,000 compounds, 0.49% hits;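 active means top-ranked compounds by inhibition in the single 10 µM screen, taking a fixed number of the strongest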;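 further: 0% = full reaction with DMSO carrier and 100% = background rate without enzyme reaction; no value below 0 was filed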
# KRASV12 cytotoxicity = viability loss of HPDE-C7K cells – cell-based, fluorescence, HTS, primary screen (AID 431); HPDE-C7K KRASV12 cells, Alamar Blue viability, 48 h; higher % means a stronger effect; 63,000 compounds, 1.7% hits; one-dose cytotoxicity, % at 10 µM; EC50 in µM for titrated hits;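 active means compounds whose percent cytotoxicity in the single-dose primary screen, scaled between solvent and toxic-drug controls, exceeds 50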;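 further: 0% = DMSO solvent wells and 100% = doxorubicin-treated wells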
# HT1080 cytotoxicity = HT1080 cell viability loss – fluorescence readout (AID 620); HT1080 viability, fluorescence; higher % means a stronger effect; cytotoxicity, % at 10 µM, or EC50 in µM where a hit was titrated; 87,000 compounds, 0.42% hits;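 further: cells exposed to compound overnight then 4 h with Alamar Blue; 0% = vehicle DMSO and 100% = killing control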
# DPM-DC inhibit = S. pneumoniae DPM-DC inhibition; purified DPM-DC, PK/LDH coupled NADH fluorescence; calls only at 10 µM; 65,000 compounds, 0.49% hits;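 active means the 320 compounds with the highest percent inhibition in the single-dose primary screen, excluding strongly autofluorescent ones, cut at about 32% in these data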;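 further: kinetic rate of NADH fluorescence loss reporting ADP formed by the decarboxylase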
# Alkaline phosphatase = human TNAP enzyme inhibitors, biochemical, luminescent (AID 518); one-dose inhibition, % at 20 µM; IC50 in µM for titrated hits; 64,000 compounds, 0.09% hits; purified TNAP enzyme, luminescent substrate readout; higher % means a stronger effect; in the data active means a potency from the dose series; inactive means the rest, 99 in 100 with inhibition below about 22%;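 further: plate controls were vehicle for no effect and reference inhibitor for full effect; many of its hits are not listed in these tables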
# LYP inhibition = inhibition of human PTPN22 tyrosine phosphatase – biochemical, DiFMUP fluorescence, recombinant catalytic domain, 10 µM, primary screen (AID 606) | 52,000 tested, under 10 active | one-dose inhibition, % at 10 µM; IC50 in µM for titrated hits | recombinant LYP catalytic domain, DiFMUP fluorescence; higher % means a stronger effect;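 active means IC50 under 40 µM in the dose-response test; inactive means IC50 of 40 µM or more, or never dose-tested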
# Spn PMK inh pilot replicates = second read-out of Spn PMK inh, no call of its own (marks repeat the call); inhibition, %; measured here: pilot screen replicates
# Spn MK inh pilot replicates = further read-out of Spn MK inh, marked with its call; inhibition, %; measured here: pilot screen replicates
# DPM-DC inhibit pilot screen % = further read-out of DPM-DC inhibit, marked with its call; inhibition, %; measured here: pilot screen trials
# * hit, by the source's call; i = inactive; . = not tested or not shown; [ ] = another dose, or the depositor's remark. Unless noted, no stated cut-off is given here; in the data, active means cytotoxicity above about 50%; inactive means the rest.
SMILES,HPDE-C7 viability,Spn MK inh,Spn MK inh pilot replicates,Bfl-1 displacement,Spn PMK inh,Spn PMK inh pilot replicates,KRASV12 cytotoxicity,HT1080 cytotoxicity,DPM-DC inhibit,DPM-DC inhibit pilot screen %,Alkaline phosphatase,LYP inhibition
O=C(COC(=O)c1ccc(S(=O)(=O)N2CCOCC2)cc1)NC1CCCCCC1,.,8,.,-2%,5,.,.,-4%,i,.,13%,.
CS(=O)(=O)N(CC(=O)N1CCCCCC1)c1ccccc1,0%,1,0.0,-2%,0,2.5,17%,2%,i,0.5,27%,16%
CCN1CCN(C(=O)N[C@@H](C(=O)N[C@@H]2C(=O)N3[C@@H]2SC(C)(C)[C@@H]3C(=O)O)c2ccccc2)C(=O)C1=O,2%,9,4.0,1%,7,4.0,1%,-9%,i,7.0,11%,19%
Cc1cnc(NC(=O)CN(C)S(=O)(=O)c2ccc(Cl)cc2)s1,5%,0,.,1%,16,.,-10%,-14%,i,.,8%,.
COc1ccc2c(=O)cc(C(F)(F)C(F)(F)F)oc2c1,0%,10,.,2%,0,.,11%,-5%,i,.,12%,-1%
Cc1cccc(NCc2ccccc2O)c1,9%,5,0.5,10%,8,1.5,9%,-8%,i,0.0,15%,9%
COc1cc2c(cc1OC)CN(Cc1nc3ccsc3c(=O)[nH]1)CC2,-2%,0,1.0,5%,10,2.0,-7%,4%,i,0.0,-4%,-5%
COc1ccc(C2CC(c3cccs3)n3nc(N)nc3N2)cc1 (stereo not given),5%,3,1.5,-3%,0,2.0,-5%,-4%,i[may fluoresce],61,15%,4%
CC(=O)Nc1ccc(-c2nnc(SCC(=O)n3c4c(c5ccccc53)CCCC4)n2C)cc1,-2%,2,.,13%,4,.,6%,-3%,i,.,6%,0%
CN(C)CCCNC(=O)c1ccc(-c2ccccc2)cc1,-18%,7,.,-2%,8,.,-7%,20%,i,.,14%,.
CC(=O)c1c(C)nn(CCC(=O)O)c1C,-5%,10,.,-6%,17,.,6%,12%,i,.,2%,.
CCc1ccccc1-n1c(SCC(=O)NC)nnc1-c1cccnc1,5%,1,.,1%,11,.,1%,-2%,i,.,8%,.
COC(=O)c1ccc2[nH]c(C)c(CN3CCCC3)c(=O)c2c1,-2%,11,.,-7%,0,.,-10%,2%,i,.,-11%,10%
COCCCNCC(=O)Nc1ccc(OC(F)(F)F)cc1,-1%,27,0.5,0%,4,2.0,1%,-6%,i,6.5,18%,8%
O=C(CN1C(=O)COc2ccccc21)N(Cc1ccc2c(c1)OCO2)CC1CCCO1 (stereo not given),-3%,0,.,-4%,13,.,6%,-4%,i,.,13%,.
CC(C)CCn1c(N)c(S(=O)(=O)c2cccs2)c2nc3ccccc3nc21,-8%,1,0.0,-2%,13,3.0,6%,57%*,.,.,15%,-1%
CCOC(=O)C1=C(c2ccccc2)NC(SCC(=O)NC2CCCCC2)=C(C#N)C1c1ccco1 (stereo not given),-3%,4,.,-5%,0,.,0%,-1%,i,.,5%,-24%
O=C(O)c1coc2ccccc12,-10%,7,.,8%,7,.,-12%,0%,i,.,8%,.
CCCCN(Cc1ccccc1)C(=O)c1cnc2n(c1=O)CCS2,-18%,5,.,-2%,8,.,-16%,-1%,i,.,6%,-9%
CC(=O)N1CCN(C(=O)COc2ccc(Br)cc2)CC1,4%,0,0.0,-4%,3,3.5,-2%,-8%,i,0.0,10%,.
Cc1ccccc1CS(=O)(=O)CCC(=O)N1CCN(c2ccc(N3CCOCC3)nn2)CC1,-2%,2,3.0,-5%,14,1.0,3%,10%,.,.,12%,.
O=C(CSc1nc2ccccc2[nH]1)NCCN1CCCCC1,-2%,12,.,-1%,13,.,1%,-6%,i,.,5%,.
CCCN(S(=O)(=O)c1ccc(OCC)cc1)S(=O)(=O)c1cccs1,-20%,0,0.0,0%,10,1.0,-7%,-7%,i,0.0,13%,1%
Nc1cc(=O)[nH]c(SCCNS(=O)(=O)c2ccccc2)n1,-11%,13,.,-6%,10,.,-1%,1%,i,.,12%,1%
COc1ccc(-n2ncc3c(NCc4cccs4)ncnc32)cc1,12%,0,1.0,-2%,0,2.5,0%,7%,i,2.5,11%,0%
Cc1ccc(C(=O)Nc2cccc(C(=O)NCc3ccco3)c2)cc1,63%*,6,.,4%,0,.,66%*,6%,i,.,8%,3%
O=C(COC(=O)c1ccc(S(=O)(=O)Nc2ccccc2)cc1)NCCN1C(=O)CSC1=O,3%,1,0.0,2%,8,8.0,2%,-2%,i,1.5,3%,4%
Nc1nc(Nc2cccc3ccccc23)nc(C2CCCC2=O)n1 (stereo not given),16%,4,0.0,36%,13,1.0,6%,7%,i,0.0,0%,.
COc1nc(Nc2cccc(C(F)(F)F)c2)nc(OC)n1,-28%,5,.,-7%,0,.,5%,1%,i,.,4%,-3%
COc1cc2c(cc1OC)C(c1cccs1)NCC2 (stereo not given),.,1,.,-7%,0,.,.,7%,i,.,10%,.
COc1ccc(C2/C(=C(/O)c3ccccc3)C(=O)C(=O)N2c2ncccn2)cc1OC (stereo not given),25%,4,0.0,-1%,0,0.0,-1%,12%,i,0.0,11%,-6%
Cc1cc(C)cc(OCc2nnc(SCC(=O)Nc3ccccc3)o2)c1,-14%,1,.,-4%,3,.,-8%,1%,i,.,6%,6%
CCc1cc2c(=O)c(-c3cnn(-c4ccccc4)c3)coc2c(CN2CCOCC2)c1O,12%,2,.,1%,14,.,5%,-4%,i,.,9%,1%
N/C(=N\c1nc2c(c(=O)[nH]1)CCCC2)Nc1ccccc1,-3%,7,.,-2%,14,.,12%,-2%,i,.,2%,0%
CC1(C)CC(=O)C=C(Nc2cc(-c3ccccc3)[nH]n2)C1,-11%,8,.,0%,0,.,-5%,13%,i,.,21%,5%
Cc1ccccc1C(=O)NC1CCN(Cc2nnnn2Cc2ccc(F)cc2)CC1,4%,0,.,5%,8,.,-7%,-1%,i,.,11%,3%
CCCCOc1cccc(C(=O)O)c1,1%,8,.,-2%,12,.,4%,-17%,i,.,12%,8%
CCOC1(NC(=O)c2ccccc2)C(C)=CC(=O)C=C1C,-10%,9,.,-8%,1,.,0%,7%,i,.,8%,.
CCC(=O)Nc1nc(CC(=O)Nc2ccccc2)cs1,-10%,9,.,-6%,3,.,-12%,9%,i,.,11%,.
COc1cccc(NC(=O)CSc2nnc(-c3cc(-c4ccccn4)nc4ccccc34)o2)c1,4%,2,0.0,-3%,13,0.0,4%,-3%,i,0.0,21%,11%

# Retrieved by structure from the entries so far:
SMILES,HPDE-C7 viability,Spn MK inh,Spn MK inh pilot replicates,Bfl-1 displacement,Spn PMK inh,Spn PMK inh pilot replicates,KRASV12 cytotoxicity,HT1080 cytotoxicity,DPM-DC inhibit,DPM-DC inhibit pilot screen %,Alkaline phosphatase,LYP inhibition
CCOC1(NC(=O)c2ccccc2)C(C)=CC(=O)C=C1C,-10%,9,.,-8%,1,.,0%,7%,i,.,8%,.
CCC(=O)Nc1nc(CC(=O)Nc2ccccc2)cs1,-10%,9,.,-6%,3,.,-12%,9%,i,.,11%,.
CCc1cc2c(=O)c(-c3cnn(-c4ccccc4)c3)coc2c(CN2CCOCC2)c1O,12%,2,.,1%,14,.,5%,-4%,i,.,9%,1%
COc1cccc(NC(=O)CSc2nnc(-c3cc(-c4ccccn4)nc4ccccc34)o2)c1,4%,2,0.0,-3%,13,0.0,4%,-3%,i,0.0,21%,11%
Cc1cc(C)cc(OCc2nnc(SCC(=O)Nc3ccccc3)o2)c1,-14%,1,.,-4%,3,.,-8%,1%,i,.,6%,6%
CCCCOc1cccc(C(=O)O)c1,1%,8,.,-2%,12,.,4%,-17%,i,.,12%,8%
Cc1ccccc1C(=O)NC1CCN(Cc2nnnn2Cc2ccc(F)cc2)CC1,4%,0,.,5%,8,.,-7%,-1%,i,.,11%,3%

# Next section
SMILES,HPDE-C7 viability,Spn MK inh,Spn MK inh pilot replicates,Bfl-1 displacement,Spn PMK inh,Spn PMK inh pilot replicates,KRASV12 cytotoxicity,HT1080 cytotoxicity,DPM-DC inhibit,DPM-DC inhibit pilot screen %,Alkaline phosphatase,LYP inhibition
CCN(CC)C1CC(=O)N(c2cccc(C)c2)C1=O (stereo not given),-7%,6,.,3%,2,.,2%,6%,i,.,3%,11%
C=CCNc1nnc(SC2CC(=O)N(c3ccc(OC)cc3)C2=O)s1 (stereo not given),-1%,2,0.0,-10%,8,0.0,77%*,2%,i,0.0,19%,6%
CC1(C)CC(=O)C2=C(C1)N(Cc1ccco1)C(=O)C2(O)C(F)(F)F (stereo not given),-10%,11,.,4%,6,.,2%,3%,i,.,7%,.
CCC1CCCCN1C(=O)Cn1c(C(=O)OC)cc2ccsc21 (stereo not given),1%,7,.,-3%,6,.,5%,8%,i,.,14%,1%
CCOC(=O)CSc1nc(N)cc(=O)[nH]1,-12%,2,.,0%,3,.,3%,-2%,i,.,11%,-1%
N#Cc1nc(Cc2ccccc2)oc1N1CCN(c2ccccc2)CC1,-15%,10,.,1%,11,.,-8%,4%,i,.,4%,.
Cc1occc1-c1nc(-c2ccccn2)no1,-13%,4,.,4%,10,.,-14%,-1%,i,.,4%,8%
CCCCCCN=CC1=C(O)CC(C)(C)CC1=O,.,12,.,-9%,3,.,.,27%,i,.,5%,4%
CCN(CC)c1ccc(C(=O)n2cnc3ccccc32)cc1,-8%,8,0.0,8%,11,0.0,-14%,2%,i,1.0,7%,7%
CCCC1O[C@@H]2C[C@H]3[C@@H]4CCC5=CC(=O)C=C[C@]5(C)[C@H]4[C@@H](O)C[C@]3(C)[C@]2(C(=O)CO)O1 (stereo not given in full),-8%,4,0.0,-6%,0,2.0,-9%,-10%,i,0.0,8%,16%
